# Source: PubChem
# HT1080-NT tox: qHTS for induction of synthetic lethality in tumor cells producing 2HG: qHTS for the HT-1080-NT fibrosarcoma cell line. HT-1080-NT fibrosarcoma viability, CellTiter-Glo ATP luminescence, 48 h. Potency, µM (top dose mostly 46.1 µM), inactives show top-dose activity, negative = less viability, hits mostly cytotoxic. 360,000 compounds, 1.6% hits. AID 686970, 2013;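 also: NT is the 2HG producing partner of a matched IDH1 knockdown line; potency is read from the fitted curve at half-maximal effect; 0% = DMSO-treated cells and -100% = media-only wells without cells; nearly all actives have a fitted effect of over 55% in size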
#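 Compounds were tested in concentration-response format on HT-1080-NT cells for 48 hours at 37 degrees C. Cell viability came from CellTiter-Glo luminescence; curves were classified by r2, response magnitude and activity.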
# D3 ag: qHTS of D3 Dopamine Receptor Agonist: qHTS; max activation, %; 410,000 compounds, 0.58% hits; D3R DiscoveRx beta-arrestin cells, luminescence, 90 min; D(3) dopamine receptor (Homo sapiens), P35462; in the data active = max activation above about 30%; also: 0% is about no effect; mostly tested at two doses, the higher about 12 µM
# Target sequence (P35462 whole entry, looked up): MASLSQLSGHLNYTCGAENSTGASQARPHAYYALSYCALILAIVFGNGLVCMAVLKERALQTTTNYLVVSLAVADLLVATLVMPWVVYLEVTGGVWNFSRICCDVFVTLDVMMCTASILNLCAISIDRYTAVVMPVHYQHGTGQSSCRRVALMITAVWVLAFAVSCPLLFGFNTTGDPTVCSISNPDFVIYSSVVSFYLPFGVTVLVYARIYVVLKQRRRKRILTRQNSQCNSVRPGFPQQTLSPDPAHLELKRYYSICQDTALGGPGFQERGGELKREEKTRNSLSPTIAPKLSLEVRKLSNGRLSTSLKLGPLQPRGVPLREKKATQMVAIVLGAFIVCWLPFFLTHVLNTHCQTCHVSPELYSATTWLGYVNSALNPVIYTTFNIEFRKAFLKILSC
#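 Agonist-mode cell screen: cells plated at 1500/well and incubated overnight at 37 °C, then exposed to library compounds for 90 min at 37 °C. Detection reagent was added for 30–60 min at room temperature, and luminescence was read.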
# SW480 rerep: A quantitative high throughput screen for small molecules that induce DNA re-replication in SW480 colon adenocarcinoma cells; SW480 DNA re-replication, Hoechst DNA content imaging, 48 h; Potency, µM (doses to about 46.1 µM), for inactives: top-dose re-replication activation, usual class: activators; 340,000 compounds, 1.8% hits; AID 624297, 2012; also: potency is read from the fitted curve at half-maximal effect; % of control where 0% means no effect; nearly all actives have a fitted effect of over 55% in size
#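 Hoechst fluorescence of nuclei (405 nm excitation, 500-530 nm emission) measured by plate-scanning imager after 48 hr compound exposure at 37 C; re-replication scored as increased number of nuclei with elevated intensity.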
# MCF10A rerep: A quantitative high throughput screen for small molecules that induce DNA re-replication in MCF 10a normal breast cells; Potency, µM (doses to about 46.1 µM), for inactives: at the highest dose activity, positive = re-replication, hits mostly activators; 350,000 compounds, 2.9% hits; MCF 10A DNA re-replication, Hoechst nuclear intensity, 48 h; AID 624296, 2012; also: potency is read from the fitted curve at half-maximal effect; % of control where 0% means no effect; nearly all actives have a fitted effect of over 50% in size
# KB-3-1 cytotox: qHTS assay for MDR1-selective chemotherapeutics: Primary screen using the parental adenocarcinoma cell KB-3-1. AID 1347075, 2019. Potency, µM (titrated, usually from 46.1 µM), for inactives: top-dose activity change, negative = cytotoxic, usual class: cytotoxic. 400,000 compounds, 1.4% hits. KB-3-1 viability, CellTiter-Glo ATP luminescence, 72 h; also: potency is read from the fitted curve at half-maximal effect; % is scaled to controls: 0 for no effect and ±100 for the full control effect; nearly all actives have a fitted effect of over 60% in size
#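 Viability of parental KB-3-1 cells, measured by CellTiter-Glo luminescence, followed a 72 h incubation at 37 °C with pinned compounds in phenol-red-free DMEM containing 10% FBS.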
# HT1080 IDH1KD tx: qHTS for induction of synthetic lethality in tumor cells producing 2HG: qHTS for the HT-1080-IDH1KD cell line; Potency, µM (top dose mostly 46.1 µM), inactives show top-dose activity, negative = toxicity, hits mostly cytotoxic; HT-1080 IDH1 knockdown viability, ATP luminescence, 48 h; 360,000 compounds, 2% hits;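 also: potency is read from the fitted curve at half-maximal effect; 0% = DMSO wells and -100% = cell-free medium wells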
#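 Assay cells: HT-1080 with IDH1 knockdown, 750 per well, RPMI/5% FBS. Exposure: 48 h at 37 °C following 2 h pre-incubation. Read: CellTiter-Glo luminescence; fitted concentration-response, curve class assigned.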
# IL-1B inflam inh: qHTS for Inhibitors of Inflammasome Signaling: IL-1-beta AlphaLISA Primary Screen; THP-1 LPS/ATP IL-1B secretion, AlphaLISA, 16 h; stronger effect = lower value; activity change, % at 57.5 µM; AID 743279, 2014; 360,000 compounds, 4.7% hits; in the data active = activity change below about -50%; inconclusive = mostly about -30% to -49%; also: % is scaled to controls: 0 for no effect and ±100 for the full control effect
#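 Secreted IL-1B measured by AlphaLISA bead assay after 16 h compound exposure of THP-1 cells; compounds (final up to 57.5 uM) added 1 h before LPS (250 ng/mL) and ATP (1.25 mM) stimulation; lower signal means less secretion.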
# KB-V1 cytotox: qHTS assay for MDR1-selective chemotherapeutics: Primary screen using the drug-selected MDR subline cells KB-V1; 400,000 compounds, 3.4% hits; AID 1347076, 2019; Potency, µM (doses to about 46.1 µM), for the others: at the highest dose activity change, negative = cytotoxicity, most hits filed as cytotoxic; KB-V1 MDR cells viability, CellTiter-Glo, 72 h; also: potency is read from the fitted curve at half-maximal effect; % is scaled to controls: 0 for no effect and ±100 for the full control effect; nearly all actives have a fitted effect of over 60% in size
#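 In this primary screen, KB-V1 cells overexpressing P-gp are incubated with library compounds (lowest to highest concentration) for 72 h at 37 degrees C before a luminescent ATP viability read.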
# GLP1R cytotox: qHTS of GLP-1 Receptor Inverse Agonists: Cytotox Screen; Potency, µM (titrated, usually from 38.3 µM), without a hit: at the highest dose activity change, negative = inhibition, hits mostly inhibitors; 410,000 compounds, 0.13% hits; HEK293 cAMP-luciferase reporter cells, luminescence, 24 h; AID 624418, 2012;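 also: loss of luciferase light is scored as toxicity; potency is read from the fitted curve at half-maximal effect; % is scaled to controls: 0 for no effect and ±100 for the full control effect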
#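 Cells in DMEM/10% Nu serum/1% pen-strep, 1536-well format. Pre-incubated 12 h, dosed with 23 nL compound, incubated a further 24 h. Luciferase detection, 12 min at room temp, luminescence.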
# The depositor's hits bear a star; ? = inconclusive; . = no result given; & = joins results of further samples; [ ] = remark or other dose. Unless noted, calls follow the shape of the dose curve; as a rule, active = well fitted curve in the direction sought with a large enough effect; inconclusive = small, poorly fitted or top-dose-only effect, or another doubt; inactive = no such curve, though single readings can be large; an effect the other way counts as inactive or inconclusive. The order is random (roughly 11% active in at least one column).
SMILES,HT1080-NT tox,D3 ag,SW480 rerep,MCF10A rerep,KB-3-1 cytotox,HT1080 IDH1KD tx,IL-1B inflam inh,KB-V1 cytotox,GLP1R cytotox
CCCCCOC(=O)CSc1nc2sc3c(c2c(=O)n1Cc1ccccc1)CC(C)(CC)OC3 (stereo not drawn),.,5.2,.,.,3.8%,.,.,10.1%,-0.5%
O=C(c1ccco1)N1CCN(C(=O)c2ccc(CS(=O)c3cccc(Cl)c3)o2)CC1 (stereo not drawn),-1.7%,2.6,1.8%,-1.1%,29.1%,6.2%,23.9,-2.7%,2.8%
COc1ccc(-n2nc(C(=O)NCC(=O)N3CCCCCC3)c3ccccc3c2=O)c(OC)c1,-8.2%,0.8,-0.6%,1.0%,7.8%,-18.1%,26.2,?,-3.8%
COc1ccc2c(C)c(C(=O)N3CCN(Cc4ccccc4)CC3)oc2c1,-6.6%,-18.2,12.1%,5.2%,-5.7%,-24.3%,0.0,12.8%,25.2%
COc1ccc(NC(=O)CSC2=Nc3ccccc3C3=NC(CC(=O)NCc4ccc(F)cc4)C(=O)N23)cc1 (stereo not drawn),.,-13.9,.,.,-11.1%,.,.,9.2%,4.3%
CC(CN1CCC(n2nccc2NC(=O)C2CCCC2)CC1)c1ccccc1 (stereo not drawn),2.6%,-4.1,-4.9%,-1.1%,3.3%,2.2%,-14.0,-3.5%,2.7%
CC(=O)N(Cc1ccc(Br)cc1)c1ccccc1C(=O)O,-1.2%,4.1,2.59µM*,-2.5%,8.4%,8.9%,24.8,2.7%,-0.3%
CN(C)CCNC(=O)C(=O)Nc1cc2c3c(c1)CCC(=O)N3CCC2,0.4%,-3.9,-7.0%,-6.2%,2.1%,1.0%,-1.0,10.1%,-30.1%
CCN(C(=O)c1cccn(Cc2cccc(Cl)c2)c1=O)c1ccccc1,.,2.6,.,.,-1.2%,.,.,?,-7.7%
CC(=O)c1ccc(NC(=O)c2nc(-c3ccccc3)n(-c3ccccc3)n2)cc1,.,-4.1,.,.,-3.1%,.,.,?,0.4%
CCCCCOc1ccccc1C(=O)NCCCC(=O)O,-2.9%,-1.1,-12.6%,-11.9%,0.5%,-1.9%,16.3,7.5%,17.6%
COc1ccc(/C=C2\NC(=O)C(C=NCc3ccccc3)=C2O)cc1,4.4%,-3.0,-3.3%,3.0%,8.8%,-18.3%,-3.1,3.2%,-7.2%
COC(=O)c1ccc(NS(=O)(=O)c2ccc3[nH]c4c(c3c2)CCCC4)cc1,.,3.0,.,.,-5.8%,.,.,-27.1%,-11.5%
Cc1ccc2c(CNCc3ccco3)cc(=O)oc2c1,-2.6%[9.24 µM],-24.3,-4.2%,-2.0%,1.8%,-0.5%,4.4,-1.8%,2.8%
CC(=O)Nc1ccc(NC(=O)CSc2ccc(C)cc2)cc1,7.8%,-2.2,-5.7%,1.3%,-0.5%,5.7%,7.6,12.9%,5.4%
CCN(CC(=O)Nc1ccc(N2CCOCC2)cc1)CC(=O)NC(C)(C)C,25.4%,6.6,-17.6%,3.5%,1.6%,25.2%,18.8,1.8%,9.5%
O=C1CC2(CCCCC2)Oc2ccccc21,-0.4%,6.8,15.4%[9.22 µM],?,23.6%,9.1%,37.3,0.0%,-9.9%
O=C(Nc1ccc2c(c1)OCO2)c1cnccn1,4.1%,1.0,-3.5%,0.8%,-0.5%,0.2%,-5.0,-11.2%,7.9%
CC1=C(c2ccc(F)cc2)S(=O)(=O)N=C1N1CCC(C(=O)NCCc2ccccc2C)CC1,.,3.1,.,.,-4.0%,.,.,-4.3%,1.4%
CCN(CC)CCCNc1nc(N)c([N+](=O)[O-])c(NCCO)n1,0.0%,3.2,-9.6%,0.8%,0.6%,10.1%,0.0,3.8%,-15.5%

# Just KB-V1 cytotox and MCF10A rerep, for some of the entries so far:
Molecule	KB-V1 cytotox	MCF10A rerep
COc1ccc(/C=C2\NC(=O)C(C=NCc3ccccc3)=C2O)cc1	3.2%	3.0%
COC(=O)c1ccc(NS(=O)(=O)c2ccc3[nH]c4c(c3c2)CCCC4)cc1	-27.1%	.

# (further entries)
SMILES,HT1080-NT tox,D3 ag,SW480 rerep,MCF10A rerep,KB-3-1 cytotox,HT1080 IDH1KD tx,IL-1B inflam inh,KB-V1 cytotox,GLP1R cytotox
C#CC[N+](CC)(CC)CC#Cc1cccc(Cl)c1,-7.9%,-8.4,3.8%,2.5%,?,-14.7%,-4.1,5.9%,-17.9%
O=C(CCN1C(=O)C2C3CCC(C3)C2C1=O)Nc1ccc(F)cc1 (stereo not drawn),-17.3%,4.0,-20.0%,-24.3%,12.5%,-6.8%,23.1,19.3%,9.1%
Cc1[nH]c(=O)[nH]c(=O)c1NC(=O)c1ccccc1[N+](=O)[O-],4.1%,6.6,.,.,0.9%,1.3%,18.3,15.7%,3.3%
Cn1c(=O)cc(SCC(=O)Nc2cccnc2)c2ccccc21,1.0%,-5.3,-8.2%,3.2%,0.0%,-2.6%,38.2,1.6%,-26.6%
CCC(=O)c1ccc(OCC(=O)N(CC)CC2COc3ccccc3O2)cc1 (stereo not drawn),1.5%,-3.2,-5.6%,2.7%,-1.0%,5.5%,4.0,?,-20.8%
CCOC(=O)C1=CN(Cc2ccco2)S(=O)(=O)N(C)C1c1ccc(C(F)(F)F)cc1 (stereo not drawn),0.5%,-2.1,13.2%,14.7%,?,-1.2%,12.6,0.0%,1.1%
O=C(NCC(c1ccco1)N1CCOCC1)c1ccccc1 (stereo not drawn),-15.2%,-7.0,-0.1%,?,1.0%,-3.7%,-7.5,-1.4%,9.4%
Clc1cccc(Oc2cnc3ccccc3n2)c1,-10.0%,0.1,-4.9%,1.0%,1.3%,-3.5%,-2.1,-3.3%,1.0%
CCc1nnc(N/N=C/c2ccccc2F)n1N,?,-4.8,?,25.9µM*,-17.5%,?,42.2,1.4%,-9.7%
CC(C)c1ccc(NC2=NCC(=O)N2Cc2cccs2)cc1,-12.7%,4.8,?,122.2%,-23.6%,-26.2%,-17.9,0.0%,-0.2%
COc1ccc(OC)c(CCNC(=O)CN2C(=O)COc3ccc(S(=O)(=O)N4CCCCCC4)cc32)c1,.,0.2,.,.,-7.8%,.,.,?,-6.4%
CSc1nc(N)c(C(=O)NC2CCCCC2)s1,0.5%,-1.8,-12.1%,4.1%,-2.6%,-2.7%,-6.3,-1.9%,9.0%
O=CN/C=C/c1cccc(O)c1,1.5%,6.3,-1.7%,0.2%,-0.7%,13.5%,12.8,-2.5%,-12.7%
Cc1ccc(-c2nc(CS(=O)CC(=O)N3CCN(c4ccc(F)cc4)CC3)c(C)o2)cc1 (stereo not drawn),-14.8%,-8.8&2.9,-1.6%,17.0%,?,-0.1%,-27.1,-21.4%&0.0%,-24.9%&0.2%
Cc1cc(Cl)c(S(=O)(=O)Nc2ccc3c(c2)OCO3)cc1OCC(=O)NC1CCCCC1,-0.2%,1.4,-13.3%,-1.0%,6.8%,4.1%,-8.6,-3.9%,4.5%
O=C(N=Nc1c(O)[nH]c2ccc(Br)cc12)c1cc(-c2cccs2)nc2ccccc12,?,0.6,0.0%,?,?,13µM*,19.9,?,-5.5%
Cc1csc2nc(-c3cccc(NC(=O)c4c(F)cccc4F)c3)cn12,.,-8.2,.,.,8.2%,.,.,-9.2%,-0.7%
CCOc1ccc(NC(=O)CCC(=O)NNC(=O)c2ccco2)cc1,4.5%,2.2,-2.8%,-10.1%,4.1%,2.1%,23.1,4.3%,-4.9%[7.66 µM]
COC(=O)C(C)Oc1ccc(-c2nccc(-c3ccccn3)n2)cc1 (stereo not drawn),?,3.8,27.0%,2.5%,13.5%,?,22.9,0.0%,4.2%
Cn1c(CO)cnc1S(=O)(=O)Cc1c(Cl)cccc1Cl,3.3%,0.4,2.4%,8.9%,2.2%,3.7%,3.6,0.0%,-0.4%
O=C(CNC(=O)c1ccc(F)cc1)c1ccccc1,12.0%,-8.7,-7.7%,0.8%,-0.4%,7.3%,-5.3,9.0%,-6.0%
N#CCc1c(C#N)c(N)nc(N2CCN(C=O)CC2)c1C#N,6.0%,-1.0,-5.7%,1.0%,-5.6%,-1.1%,1.5,12.7%,-12.1%
Cc1ccc(C)c(OCCn2cc(/C=C(/C#N)C(=O)NCC3CCCO3)c3ccccc32)c1 (stereo not drawn),-8.0%,2.6,25.0%,?,2.3%,-12.1%,0.0,14.6µM*,-3.1%
COCC(C)Nc1ncnc2c1cnn2-c1ccc(Cl)cc1 (stereo not drawn),-11.5%,0.6,3.2%,6.7%,-3.2%,-14.1%,-56.8*,-7.2%,2.6%
CC1CN(C(=O)c2ccc(Cl)c(S(=O)(=O)NCc3ccco3)c2)CC(C)O1 (stereo not drawn),-0.4%[9.24 µM],2.2,-8.9%,-2.6%,0.7%,-2.2%,-12.1,-28.5%,0.4%
O=C(CCc1ccccc1)NCCc1csc(-c2cccc(F)c2)n1,.,-18.3,.,.,14.6%,.,.,18.1%,-1.6%
Cc1cc(NC(=O)c2ccccc2F)n(-c2nc3ccccc3[nH]2)n1,?,19.1,5.3%,?,?,-18.2%,3.6,14.6µM*,-25.0%
CCN(CC(=O)Nc1c(F)cccc1F)C(=O)CCCN1C(=O)c2cccc3cccc(c23)C1=O,0.7%,-1.4,.,.,4.0%,0.1%,-50.9*,-1.4%,4.2%
